Bioassay records: PubChem BioAssay, several laboratories
SMARCA2 act: SMARCA2 (BRM) function activators, primary screen, cell-based, luminescence, high throughput; MG213 cells, MMTV-luciferase reporter, dexamethasone, overnight; 1% of 370,000 active; AID 652017, 2013; activation, % at 9.1 µM; in the data active = activation above about 7.8%;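 note: 0% = vehicle wells and 100% = reference activator wells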
hcDAF-12 act: H. contortus DAF-12 nuclear receptor activators, primary screen, cell-based, luminescence, HEK293, lit1-tk-luc reporter. HEK293 hcDAF-12 lit1-tk-luc reporter; 0% DMSO, 100% Δ7-dafachronic acid. activation, % at 6.8 µM. 1.4% of 370,000 active;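 active = activation above the mean of all tested compounds plus 3 SD, cut at about 5.5% in these data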;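 note: 100% = response to 3 µM Δ7-dafachronic acid high control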
ADAM10 inh: human ADAM10 inhibitors, primary screen, biochemical, QFRET, HTS; Disintegrin and metalloproteinase domain-containing protein 10 (Homo sapiens), O14672; recombinant ADAM10, EDANS/DABCYL FRET peptide cleavage, 3 h; inhibition, % at 7 µM; 0.62% of 370,000 active;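 active = inhibition above a per-campaign cutoff equal to the mean of compounds falling between control-based bounds plus 3 SD, cut at about 20% in these data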;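 note: 0% = DMSO wells while the 100% control is not disclosed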
hgDAF-12 ag: H. glycines DAF-12 receptor agonists, primary screen, cell-based, luminescence, HEK293, GAL4 fusion, UAS-luciferase; HEK293 GAL4-hgDAF12 UAS-luciferase reporter, agonist luminescence; normalized to butyrate control; activation, % at 6.8 µM; 1.8% of 370,000 active;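 active = activation above a cutoff set at the mean of all screened compounds plus 3 SD, cut at about 10% in these data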;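 note: 0% = DMSO wells and 100% = sodium butyrate wells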
DAX1 inh-1: DAX1 (NR0B1) inhibitors on StAR promoter, primary screen, cell-based, luminescence, SF-1 (NR5A1), full-length DAX-1 | HEK293T StAR-luciferase reporter, SF-1/DAX-1 repression relief | inhibition, % at 6.8 µM | 1.1% of 370,000 active | AID 652010, 2013;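 active = inhibition above the mean over all tested compounds plus 3 SD, cut at about 3.6% in these data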;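 note: 0% = DAX-1 cells with DMSO and 100% = cells lacking DAX-1 with DMSO; higher inhibition means more luminescence from relief of DAX-1 repression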
NPR2 activator: human GC-B receptor activators, primary screen, HEK293 GC-B cells, cGMP TR-FRET, EC30 CNP. 0% at EC30 CNP, 100% saturating CNP. 0.11% of 370,000 active. Atrial natriuretic peptide receptor 2 (Homo sapiens), P20594. activation, % at 10 µM;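 active = activation at 10 µM reaching about 35% in either raw or pattern-adjusted values, limit read from the data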
DAX1 inh-2: DAX1 (NR0B1) inhibitors, primary screen, cell-based, HEK293, Gal4-DAX1, luciferase luminescence. HEK293 Gal4-DAX1 luciferase reporter. inhibition, % at 6.75 µM. 0.99% of 340,000 active. AID 504766, 2011;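 active = inhibition above the mean over all tested compounds plus 3 SD, cut at about 4.2% in these data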;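 note: 0% = DAX1-transfected cells with DMSO and 100% = empty-vector control cells with DMSO; inhibition shows as a rise in luminescence from relieved DAX1 repression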
sPLA2-III inh: human group III sPLA2 inhibitors, primary screen, biochemical, QFRET, BODIPY PC-A2 liposome substrate | Group 3 secretory phospholipase A2 (Homo sapiens), Q9NZ20 | QFRET BODIPY PC-A2 liposome hydrolysis, fluorescence | inhibition, % at 12.2 µM | 0.56% of 370,000 active | AID 743126, 2013;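 active = inhibition above mean plus 3 SD of compounds lying within the high and low control bounds, cut at about 19% in these data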;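 note: 0% = median of test compound wells and 100% = no enzyme DMSO wells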
ssDAF-12 act: S. stercoralis DAF-12 nuclear receptor activators, primary screen, cell-based, luminescence, HEK293, GRIP1 co-expression, lit1-tk-luc | 1% of 370,000 active | activation, % at 6.8 µM | AID 652126, 2013 | HEK293 ssDAF-12/GRIP1 lit1-tk-luc reporter; % of 3 µM dafachronic acid response | Nuclear hormone receptor DAF-12 (Strongyloides stercoralis);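 active = activation above the mean over all tested compounds plus 3 SD, cut at about 0.9% in these data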;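 note: 0% = DMSO-only wells and 100% = 3 µM delta7-dafachronic acid wells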
FXN GAA850 act: FXN promoter activators, primary screen, cell-based, luciferase luminescence, HEK293 lucGAA850 | AID 540364, 2011 | 0.56% of 360,000 active | activation, % at 6 µM | HEK293 lucGAA850 FXN promoter luciferase reporter, 24 h; percent of 10 µM SAHA response;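 active = activation above the average of all compounds screened plus 3 SD, cutoff fixed separately per campaign, cut at about 7.5% in these data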;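 note: 0% = DMSO wells and 100% = 10 µM SAHA wells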
NPR1 activator: GC-A stimulated cGMP production enhancers – HEK293 GC-A cells, cGMP TR-FRET, EC30 ANP, primary screen; 0.14% of 370,000 active; activation, % at 10 µM; 0% at EC30 ANP, 100% saturating ANP; in the data active = activation above about 40%
Target sequence (P16066 whole entry, looked up): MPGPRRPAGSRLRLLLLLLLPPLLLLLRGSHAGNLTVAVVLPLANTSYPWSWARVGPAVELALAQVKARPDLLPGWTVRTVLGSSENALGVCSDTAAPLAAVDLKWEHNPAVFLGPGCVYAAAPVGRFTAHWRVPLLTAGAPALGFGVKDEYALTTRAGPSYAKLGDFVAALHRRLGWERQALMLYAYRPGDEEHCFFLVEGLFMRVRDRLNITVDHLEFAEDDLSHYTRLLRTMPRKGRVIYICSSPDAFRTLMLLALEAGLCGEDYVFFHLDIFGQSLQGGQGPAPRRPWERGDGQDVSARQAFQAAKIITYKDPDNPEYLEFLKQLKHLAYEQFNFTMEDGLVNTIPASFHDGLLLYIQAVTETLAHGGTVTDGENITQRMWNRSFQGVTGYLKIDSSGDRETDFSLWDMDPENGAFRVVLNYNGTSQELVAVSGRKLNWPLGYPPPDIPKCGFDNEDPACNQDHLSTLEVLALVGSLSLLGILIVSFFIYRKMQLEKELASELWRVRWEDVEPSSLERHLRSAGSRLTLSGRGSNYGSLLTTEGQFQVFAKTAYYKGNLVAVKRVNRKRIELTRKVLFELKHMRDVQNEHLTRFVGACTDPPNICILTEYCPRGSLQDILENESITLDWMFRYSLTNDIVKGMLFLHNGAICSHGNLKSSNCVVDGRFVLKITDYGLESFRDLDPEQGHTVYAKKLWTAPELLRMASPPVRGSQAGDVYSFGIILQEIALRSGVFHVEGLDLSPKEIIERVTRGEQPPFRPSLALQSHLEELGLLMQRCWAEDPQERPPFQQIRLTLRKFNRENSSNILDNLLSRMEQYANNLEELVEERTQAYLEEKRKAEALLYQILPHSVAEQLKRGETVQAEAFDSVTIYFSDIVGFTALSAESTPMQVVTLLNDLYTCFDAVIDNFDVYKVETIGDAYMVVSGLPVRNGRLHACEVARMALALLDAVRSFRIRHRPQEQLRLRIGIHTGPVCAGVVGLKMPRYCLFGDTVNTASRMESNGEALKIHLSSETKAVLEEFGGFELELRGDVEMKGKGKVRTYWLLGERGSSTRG
The depositor's hits bear a star; i = inactive; · = no result given.

SMILES	SMARCA2 act	hcDAF-12 act	ADAM10 inh	hgDAF-12 ag	DAX1 inh-1	NPR2 activator	DAX1 inh-2	sPLA2-III inh	ssDAF-12 act	FXN GAA850 act	NPR1 activator
COc1cccc(CN(Cc2ccco2)C(c2ccc(F)cc2)c2nnnn2C(C)(C)C)c1 (stereo not given)	0	-1.0	1	1.7	-0.1	-20	0.6	-6	-1.6	1.2	-18
O=c1c2ccccc2nc2n1C(CSCc1cccc(C(F)(F)F)c1)CS2 (stereo not given)	-2	-2.9	4	-6.5	-1.7	-9	-2.3	5	-1.9	-0.9	-9
CC(C)CCN(C(=S)Nc1cccc(F)c1)C(C)c1cccs1 (stereo not given)	-2	0.1	2	-0.3	0.5	1	0.0	1	-1.1	1.9	-9
CN(C)S(=O)(=O)N1CCN(CC(=O)Nc2ccc(F)cc2)CC1	-3	-2.5	5	-1.4	-0.2	3	2.0	12	-0.2	0.3	4
Cc1ccc(-c2nnc(-c3ccccc3)c(N3CCOCC3)n2)cc1	4	-2.4	3	-1.1	-0.1	3	-1.1	-7	-1.5	-1.4	1
O=C(NNC(=O)NC1CCCCC1)NC1CCCCC1	1	-1.4	-6	-3.2	-0.4	5	0.6	3	-0.8	2.3	1
COc1nc(N(C)C)nc(N(C#N)CCOC(C)=O)n1	-2	-0.3	3	-1.1	-0.2	-4	-0.5	0	-0.6	0.2	2
Cc1ccc(N(CC(N)=O)C2SC(=O)NC2=O)cc1 (stereo not given)	-4	1.6	8	1.4	0.2	-3	0.7	6	-1.1	1.3	0
CCOc1cc(N2CCOCC2)c(OCC)cc1NC(=O)c1cccc(S(=O)(=O)N2CCOCC2)c1	-1	-1.1	-1	-4.7	-1.9	6	-1.8	11	-1.2	0.6	-1
Cc1cccc(OCC(=O)N/N=C/c2cn[nH]c2-c2ccc(Cl)c(Cl)c2)c1	-3	-1.9	6	-1.2	-0.8	-12	0.3	-24	-1.4	0.3	-4
c1coc(C2=Nc3cccc4cccc(c34)N2)c1	2	-1.4	-10	3.8	-0.7	-12	1.0	-5	-1.1	0.5	14
CCOc1c2ccc(C(=O)NCCCCc3ccccc3)cc2nn1CC	0	-1.8	i	-1.4	-0.2	4	-0.9	2	-1.3	0.7	4
O=C(CCS(=O)(=O)c1ccccc1)Nc1nc2cc3c(cc2s1)OCCO3	4	1.9	-9	7.8	-0.8	2	1.2	-21	-1.1	1.3	-2
COCCOC(=O)c1c(NC(=O)CN2CCc3ccccc32)sc(C(N)=O)c1C	-5	-1.3	4	-2.4	0.5	-5	-2.3	-18	-1.2	3.9	-3
CC(=O)c1ccc(S(=O)(=O)Nc2cccc(-c3ccc(N4CCOCC4)nn3)c2)cc1	6	2.6	-5	3.8	3.0	-2	0.5	-14	-0.7	5.3	-5
CN1CCN(CCc2cn3ncc(C#N)c3nc2-c2ccc(F)cc2)CC1	6	-0.2	-91	-1.0	-0.5	0	0.6	2	-1.5	-0.6	-1
CCCOc1cccc(C(=O)Nc2nnn(CCC)n2)c1	1	2.1	6	4.9	0.6	-5	0.2	-4	-0.6	2.2	0
CCCCCCN1C[C@@H](O)[C@H](n2cc(-c3ccc(F)cc3)nn2)C[C@@H]1c1ccc(OC)cc1	1	-2.3	2	0.0	1.0	0	1.6	1	-0.2	0.6	-1
COc1ccccc1CNC(=O)C1CCC(=O)N1C(C)C (stereo not given)	3	-0.8	2	-0.1	-0.2	2	-0.6	-1	-1.5	0.6	4
CCN(CC)C(=O)[C@H]1C[C@H](CC(=O)NCCCn2ccnc2)C(=O)N2CCc3c([nH]c4ccc(Cl)cc34)[C@]12C	-3	-1.6	-13	-3.4	-1.1	1	-1.3	0	-0.9	-0.3	-1
COc1ccc(OC)c(C2SCCN2S(C)(=O)=O)c1 (stereo not given)	-2	0.9	-3	-0.6	0.2	0	0.4	5	-1.4	0.6	3
COc1cc(SC)ccc1C(=O)OCC(=O)NCCC1=CCCCC1	2	-0.9	8	1.7	1.3	-2	-0.6	-3	-0.9	0.8	-4
COc1cc(C2=Nc3c(c(C)nn3-c3ccccc3)P(=O)(N3CCOCC3)O2)cc(OC)c1OC (stereo not given)	-3	2.6	-6	0.1	-0.6	1	1.2	-5	-1.5	-0.7	-4
COc1ccc(S(=O)(=O)N(C)CC(=O)NCCCN2CCOCC2)cc1Cl	-4	1.6	-8	-0.6	0.3	4	0.3	-2	-0.4	-0.7	-2
CCNc1ccc(C(=O)OC(C(=O)NC(N)=O)C(C)C)cc1[N+](=O)[O-] (stereo not given)	0	0.5	-4	1.1	-0.3	9	-0.6	-1	-1.1	-1.5	1
Cc1nc(NC(=O)/C=C/c2ccccc2)sc1C(=O)NCCO	-1	-0.3	2	-1.9	0.8	-3	0.5	-3	-1.7	1.6	-2
CC(=O)NC(CCS(C)(=O)=O)C(=O)Nc1cccc(C)c1 (stereo not given)	-2	0.9	-8	1.3	-0.6	-2	0.7	1	-1.1	-1.2	0
O=[N+]([O-])c1cccc(C=NN=Cc2ccccc2O)c1	1	1.6	-10	3.4	-0.2	-4	3.3	-1	-0.5	5.8	8
COc1cccc(NC(=O)Nc2ccc(Br)cn2)c1	6	-1.8	4	9.6	1.1	-5	0.0	-3	-0.8	4.2	2
CCn1c(SCC(=O)N2CCCCC2C)nnc1-c1ccc(S(=O)(=O)N2CCN(C)CC2)cc1 (stereo not given)	-1	0.5	-2	-2.1	-0.1	8	0.5	-3	-1.2	4.2	5

Single records, as listed above. Order of screens: SMARCA2 act	hcDAF-12 act	ADAM10 inh	hgDAF-12 ag	DAX1 inh-1	NPR2 activator	DAX1 inh-2	sPLA2-III inh	ssDAF-12 act	FXN GAA850 act	NPR1 activator
CCNc1ccc(C(=O)OC(C(=O)NC(N)=O)C(C)C)cc1[N+](=O)[O-] (stereo not given) is listed with 0	0.5	-4	1.1	-0.3	9	-0.6	-1	-1.1	-1.5	1
CN1CCN(CCc2cn3ncc(C#N)c3nc2-c2ccc(F)cc2)CC1 is listed with 6	-0.2	-91	-1.0	-0.5	0	0.6	2	-1.5	-0.6	-1

The listing picks up, starting two compounds before the break.
SMILES	SMARCA2 act	hcDAF-12 act	ADAM10 inh	hgDAF-12 ag	DAX1 inh-1	NPR2 activator	DAX1 inh-2	sPLA2-III inh	ssDAF-12 act	FXN GAA850 act	NPR1 activator
COc1cccc(NC(=O)Nc2ccc(Br)cn2)c1	6	-1.8	4	9.6	1.1	-5	0.0	-3	-0.8	4.2	2
CCn1c(SCC(=O)N2CCCCC2C)nnc1-c1ccc(S(=O)(=O)N2CCN(C)CC2)cc1 (stereo not given)	-1	0.5	-2	-2.1	-0.1	8	0.5	-3	-1.2	4.2	5
O=C(CCN1C(=O)S/C(=C\c2ccccc2)C1=O)NCCCn1ccnc1	-2	0.5	-2	4.2	0.1	-2	-0.3	-2	-0.9	0.8	2
CCOC(=O)c1c(C)c(C(=O)N2CCc3ccccc3C2)c(C)n1CC	-2	-1.0	3	0.4	-0.8	4	2.5	2	-1.6	0.4	2
N#CCCN1CCN(Cc2cc(-c3ccccc3)ccc2O)CC1	-4	0.5	-2	0.5	-0.3	-2	-0.2	-6	-1.6	-0.6	4
C[C@@H](C(=O)NCc1ccco1)N1C(=O)N2CCc3c([nH]c4ccccc34)[C@@]2(C)C1=O	-1	-0.7	-6	-0.2	-0.7	-5	1.6	-16	-2.0	-3.6	3
O=C(NCc1ccc(F)cc1)C(c1ccccc1)N(C(=O)c1csnn1)c1ccccc1 (stereo not given)	4	0.5	13	-1.5	-0.8	-3	-0.5	1	-1.0	-2.9	-11
COc1ccc(CC(=O)Nc2ccc3c(c2)OCO3)cc1S(=O)(=O)N1CCOCC1	5	-0.1	9	-0.8	-1.2	-5	-0.2	6	-1.3	-0.4	1
O=C(N/N=C/c1cc(Br)c(Br)s1)c1ccncc1	-1	-2.1	1	-0.3	-1.9	-6	-1.4	2	-1.2	-3.1	-1
Cc1cc(NC(=O)CSc2nc(-c3cccs3)cc(C(F)(F)F)n2)no1	-3	-2.5	-5	-1.9	-3.0	-1	-3.1	11	-1.0	-0.5	-2
C/C(=N\Nc1ccc(F)cc1F)c1ccccc1O	-2	1.6	8	4.3	-1.0	-8	0.4	10	-0.6	2.6	-2
Cc1ccccc1OCC(=O)O/N=C(\N)Cc1cccs1	2	-0.2	2	5.4	0.5	-8	0.0	-4	-0.8	0.0	4
Cc1ccnc(NCc2ccccc2O)c1	1	-0.2	5	2.7	0.4	-7	1.8	-1	-1.5	2.0	-4
O=C(CS(=O)(=O)c1ccccc1)N1CCCCCC1	2	3.4	4	3.6	0.5	4	0.9	-2	-1.1	0.3	0
CC(C)(C)OC(=O)NC(CCCCNC=O)C(=O)O (stereo not given)	-4	1.0	13	1.3	0.1	4	0.9	1	-0.9	1.9	0
CC1CC(C)CN(c2oc(-c3ccccc3Cl)nc2C#N)C1 (stereo not given)	3	-1.5	-18	-1.0	0.5	-3	1.2	0	-1.9	-0.4	1
COc1ccc(C2=NOC(Cn3nc(C(=O)NCc4ccc(C)cc4)cc3-c3ccccc3)C2)cc1 (stereo not given)	-1	-2.5	-5	-0.2	-0.8	3	-0.8	0	-1.3	-1.4	-1

Single values from above.
DAX1 inh-1 with CCOC(=O)c1c(C)c(C(=O)N2CCc3ccccc3C2)c(C)n1CC : -0.8
sPLA2-III inh with O=C(CS(=O)(=O)c1ccccc1)N1CCCCCC1 : -2

Additional records
SMILES	SMARCA2 act	hcDAF-12 act	ADAM10 inh	hgDAF-12 ag	DAX1 inh-1	NPR2 activator	DAX1 inh-2	sPLA2-III inh	ssDAF-12 act	FXN GAA850 act	NPR1 activator
Nc1sc2c(c1C(=O)NCCc1ccccc1)CCCC2	2	0.1	-14	4.9	3.4	4	·	-16	-0.6	·	-1
Cc1ccc(-c2cc(C(=O)N/N=C/c3c(C)nn(-c4ccccc4)c3C)n[nH]2)s1	0	0.1	-2	-1.2	-1.6	1	-1.6	-10	-0.6	2.6	-8
CCc1ccc(C(C(=O)NCCOC)N(C(=O)Cn2nnc3ccccc32)c2cccnc2)cc1 (stereo not given)	-2	0.1	-9	-1.9	-0.8	0	-0.4	5	-1.5	0.9	0
CC1CCN(C(=O)Cn2cc(SCC(=O)NCC3CCCO3)c3ccccc32)CC1 (stereo not given)	-6	-0.4	-15	-0.8	0.0	6	-0.6	0	-1.7	0.4	1

An unsorted share of the library; 6.6% or so of the library scored in one or more.
